# Screens: PubChem, several laboratories
# Mtb BioA inh: BioA (M. tuberculosis) enzyme inhibition; purified M. tuberculosis BioA enzyme, plate reader; inhibition, % at 9.99 µM; 360,000 tested, 0.096% active; AID 602481; in the data active = inhibition above about 40%
# GDH-TPI counter: counter-screen for M. tuberculosis FBA inhibitors: GDH-TPI coupled enzymes. 360,000 tested, 1.2% active. inhibition, % at 4.8 µM. GDH-TPI coupled enzyme counterscreen, NADH absorbance; in the data active = inhibition above about 30%;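 note: 0% = DMSO wells and 100% = wells lacking the enzyme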
# UGM FP inh: Mtb UDP-galactopyranose mutase inhibition | 320,000 tested, 0.06% active | P9WIQ1 | inhibition, % at 10 µM | purified UGM, fluorescence polarization probe displacement; in the data active = inhibition above about 10%, passing the limit was not always enough
# Target sequence (P9WIQ1 whole entry, looked up): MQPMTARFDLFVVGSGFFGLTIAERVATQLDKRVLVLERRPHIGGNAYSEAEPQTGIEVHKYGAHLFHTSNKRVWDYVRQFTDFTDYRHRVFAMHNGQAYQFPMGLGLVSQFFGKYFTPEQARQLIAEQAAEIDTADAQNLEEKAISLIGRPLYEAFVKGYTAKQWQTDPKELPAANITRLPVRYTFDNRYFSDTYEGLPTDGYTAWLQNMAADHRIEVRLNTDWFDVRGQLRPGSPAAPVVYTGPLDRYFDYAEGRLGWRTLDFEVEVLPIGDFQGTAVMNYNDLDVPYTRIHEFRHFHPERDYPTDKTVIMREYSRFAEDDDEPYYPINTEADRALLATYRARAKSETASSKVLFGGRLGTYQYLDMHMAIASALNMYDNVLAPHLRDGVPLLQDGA
# Rv3671c protease: inhibits the M. tuberculosis serine protease Rv3671c; P9WHR9; 320,000 tested, 0.048% active; AID 2606; inhibition, % at 5.96 µM; in the data active = inhibition above about 38%;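 note: extracellular domain of Rv3671c used as enzyme; 0% = enzyme with DMSO and 100% = no enzyme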
# BH1578 lux ind: quorum light induction in luxS cqsA deficient V. cholerae. V. cholerae BH1578 lux reporter, luminescence, 6 h. activation, % at 18.7 µM. 350,000 tested, 0.16% active. AID 588436; in the data active = activation mostly above about 9.7%, no sharp cut-off; note: not every result past the cut was called active; inactives centre near 0; reference of the scale not given here
# SARS 3CLpro inh: SARS-CoV 3CLpro protease inhibition; P0C6X7; recombinant SARS-CoV 3CLpro, quenched FRET peptide cleavage; inhibition, % at 6 µM; 290,000 tested, 0.14% active; in the data active = inhibition above about 12%
# Mtb FBA inh: Mtb fructose-bisphosphate aldolase inhibition; P9WQA3; purified M. tuberculosis FBA, fluorescence read-out; inhibition, % at 1 µM; 360,000 tested, 2.3% active; AID 588726; in the data active = inhibition above about 27%;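 note: 0% = vehicle and 100% = reference inhibitor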
# Target sequence (P9WQA3 whole entry, looked up): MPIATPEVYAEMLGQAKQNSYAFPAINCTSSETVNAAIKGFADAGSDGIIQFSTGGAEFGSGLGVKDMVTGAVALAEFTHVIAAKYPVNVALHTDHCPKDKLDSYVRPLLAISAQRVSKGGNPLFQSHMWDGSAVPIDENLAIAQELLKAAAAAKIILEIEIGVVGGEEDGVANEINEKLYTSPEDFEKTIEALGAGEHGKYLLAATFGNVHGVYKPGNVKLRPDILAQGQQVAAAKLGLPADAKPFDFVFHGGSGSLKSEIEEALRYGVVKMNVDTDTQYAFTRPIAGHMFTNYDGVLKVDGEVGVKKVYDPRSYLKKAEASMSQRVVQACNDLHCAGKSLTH
# PriA SSB inh: blocks PriA binding to SSB C-terminal tail; inhibition, % at 33 µM; AlphaScreen SSBct-PriA binding, biotinylated peptide; 430,000 tested, 0.6% active; in the data active = inhibition mostly above about 37%, no sharp cut-off; inactive = mostly below about 20%;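 note: plate controls were negative control peptide for no effect and reference peptide for full effect; strong numbers were not always called active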
# DUSP3 inh: blocks human VHR1 dual specificity phosphatase | 290,000 tested, 0.52% active | AID 1654 | inhibition, % at 13.3 µM | P51452 | recombinant VHR phosphatase, pNPP absorbance; in the data active = inhibition above about 50%; note: some compounds called inactive have numbers as strong as hits
# Target sequence (P51452 whole entry, looked up): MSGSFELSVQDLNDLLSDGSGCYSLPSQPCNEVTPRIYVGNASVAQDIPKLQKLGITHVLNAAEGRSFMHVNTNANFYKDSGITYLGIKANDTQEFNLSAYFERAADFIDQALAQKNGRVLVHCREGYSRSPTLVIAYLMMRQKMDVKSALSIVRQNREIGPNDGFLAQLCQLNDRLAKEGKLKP
# MazF activator: increases E. coli MazEF RNase cleavage of RNA. P0AE70. FAM/BHQ RNA-DNA oligo cleavage fluorescence, 5 h. activation, % at 20 µM. 350,000 tested, 0.32% active. AID 504720; in the data active = activation above about 50%
# Target sequence (P0AE70 whole entry, looked up): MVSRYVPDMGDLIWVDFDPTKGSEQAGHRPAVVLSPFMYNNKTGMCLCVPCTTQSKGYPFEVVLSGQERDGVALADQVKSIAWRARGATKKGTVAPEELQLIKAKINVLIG
# The depositor's hits bear a star; i = inactive; . = no result given; & = joins results of further samples.
# Every second line gives: Mtb BioA inh	GDH-TPI counter	UGM FP inh	Rv3671c protease	BH1578 lux ind	SARS 3CLpro inh	Mtb FBA inh	PriA SSB inh	DUSP3 inh	MazF activator
Cc1ccc(CNc2cnn(C34CC5CC(CC(C5)C3)C4)c(=O)c2Cl)cc1
    .	-24	-0.8	-5	i	3	1	-8	-9	7
COc1ccccc1N1C(=O)CSC1=S
    -0.5	6	-1.3	1	0.7	-2	3	-12	30	6
C#CCOCCOCCOCCNc1nc(N2CCN(C(=O)[C@H](CCCCN)n3cc([C@@H](N)CO)nn3)CC2)nc(N2CCN(C(=O)[C@H](Cc3cc4ccccc4[nH]3)n3cc([C@@H](N)Cc4ccc(O)cc4)nn3)CC2)n1
    .	.	1.2	4	.	-4	.	.	7	.
CCN(CC)CCCNC(=O)c1ccc(C)c(NC(=O)C2=C(C)OCCS2)c1
    0.2	-4	0.9	-5	-0.8	0	5	2	61	6
CS(=O)(=O)N1CCC(Oc2cccc(C(=O)NCCCC3CCCC3)c2)CC1
    0.7	2	-1.3	1	.	5	1	-1	-11	-1
Brc1cnc2nc(SC/C=C/c3ccccc3)[nH]c2c1
    0.4	10	-0.7	-4	i	-1	1	-5	-3	-6
COc1ccccc1-c1noc(-c2cccnc2)n1
    1.0	6	-2.8	0	-0.4	-9	3	-2	-20	6
CCOC(=O)c1ccc(N2C(=O)CC(Sc3nnc(C)s3)C2=O)cc1 (centres undefined)
    1.6	-2	-0.2	0	-1.0	-3	1	4	0	-6
Cc1ccc(C(=O)NC(Cc2c[nH]c3ccccc23)C(=O)O)o1 (centres undefined)
    -1.8	11	-0.1	-10	i	-10	0	-4	-12	-4
Cc1cccn2cc(CCNC(=O)Cc3cccs3)nc12
    -1.2	1	-0.6	9	-0.3	2	6	11&-4	29	5
Nc1cc2c(cc1C(=O)c1ccc(Cl)cc1)OCCO2
    2.6	5	-0.2	-3	-1.0	7	-2	-21	24	6
CC(C(=O)Nc1ccc(S(=O)(=O)N2CCCC2)cc1)N(C)CC(=O)Nc1cccc(F)c1 (centres undefined)
    3.6	15	-1.0	5	i	.	7	0	.	1
CCCN(CC(=O)Nc1ccccc1C)C(=O)c1ccc(C2SCCS2)cc1
    -0.6	-7	1.1	5	i	.	1	-7	.	2
Cc1cccn2c(=O)nc(SCC(=O)Nc3ccc4c(c3)OCCO4)nc12
    2.1	14	4.4	2	-0.7	.	3	1	.	11
CCCS(=O)(=O)NC(=O)C1(C)CCCN(C(=O)CSc2ccccc2)C1 (centres undefined)
    -1.5	3	.	.	i	.	0	.	.	.
COc1cc2c(cc1OC)CN(Cc1cc(=O)oc3cc(C)c(Cl)cc13)CC2
    .	-4	-0.2	-20	-0.6	-3	8	6	8	-5
CC1(C(=O)N(CC(=O)NC2CCCC2)Cc2ccco2)CC(=O)N=C2C=CC=CN21 (centres undefined)
    -2.4	15	3.5	0	-0.3	3	65*	-8	0	7
COc1ccccc1CNC(=O)C1CCN(S(=O)(=O)c2ccc(N3CCCC3=O)cc2)CC1
    -1.8	7	-1.5	-5	-3.4	1	1	-8	30	7
CCOc1ccccc1C(=O)NCCCn1ccnc1
    -1.3	2	-0.3	-8	-0.4	-7	-1	-8	11	1
COc1ccc(NC(=O)NC(C)c2ccc3c(c2)OCO3)cc1OC (centres undefined)
    1.5	-7	-1.4	-5	i	-1	2	0	32	7
O=C(O)CN(c1cccc(C(F)(F)F)c1)S(=O)(=O)c1ccccc1
    .	-7	3.4	3	-0.4	-2	1	0	27	7
Cc1cc(=O)c2cc3nc(-c4cccnc4)oc3c(Br)c2o1
    .	.	6.2	4	.	1	.	.	3	.
CCN=C(NC#N)SCc1c(F)cccc1Cl
    -3.8	-2	1.0	4	0.3	-4	3	1	-11	1
COc1cc(OC)cc(-c2sc3ccc(OC)cc3c2C#CCCO)c1
    -0.8	14	2.0	-24	-11	.	8	-24	.	7
CNC(=S)NC(CC(=O)OC)c1ccc2c(c1)OCO2 (centres undefined)
    .	4	3.5	4	i	4	1	-12	6	9
Oc1c(C=NCc2ccncc2)sc2ccccc12
    .	.	1.8	-16	.	-2	.	-17	-16	-2
CCn1c(=N)n(CC(=O)c2ccc(OC)cc2)c2ccccc21
    0.3	-1	-7.0	0	0.6	6	4	-19	3	5
CC(=O)OCCCNc1cc(SCc2ccco2)c2nonc2c1[N+](=O)[O-]
    .	17	2.5	-22	-0.3	6	-4	0	8	3
COc1ccc(C(=O)COC(=O)C(C)N2C(=O)C3C4CCC(C4)C3C2=O)cc1 (centres undefined)
    -0.1	-7	-0.4	-5	-0.4	3	1	-10	10	8
Cc1ccc(NC(=O)CN(C)C(=O)C(C)OC(=O)CNC(=O)c2ccc(Cl)c([N+](=O)[O-])c2)cc1 (centres undefined)
    -1.6	6	-1.2	1	i	.	2	-2	.	-5
CCC(C)NC(=O)[C@@H]1CCCN1C(=O)C1CCN(S(=O)(=O)c2ccc(C)cc2)CC1 (some centres undefined)
    -0.2	-9	-1.9	2	i	11	1	8	-10	-5
COc1ccc(C(=O)NCCc2ccccc2F)cc1OC1CCN(C(C)=O)CC1
    24	0	4.1	-6	-1.1	0	-2	-1	-3	-2
COc1cc(/C=N/NC(=O)c2cccc([N+](=O)[O-])c2)cc(OC)c1O
    .	17	0.2	-7	i	-3	1	.	14	-3
COc1cccc(C2C(=O)N(C3CCCCC3)CC(=O)N2Cc2ccc(F)cc2)c1 (centres undefined)
    -1.0	19	-2.1	6	-0.5	0	0	-14	20	-2
COc1ccc(Cn2c(C)nnc2-c2cnn(C)c2N)cc1OC
    .	2	-0.4	5	-2.8	6	4	-11	-12	4
Cc1ccc2c(c1)NC(=O)CC(c1ccccc1)=N2
    0.1	4	0.1	-3	.	-1	1	-2	-9	1
Cc1ccc(C(=O)OCC(=O)NC2CCCCC2)o1
    -1.3	0	-0.3	1	1.5	2	-1	2	29	4
Cc1ccc(NC(=O)N2CCCC2C(=O)NCCC2=CCCCC2)cc1 (centres undefined)
    -3.2	7	1.0	9	i	1	1	-6	19	0
COc1cc(NS(=O)(=O)c2ccc(NC(=S)NC(=O)C(C)(C)C)cc2)nc(OC)n1
    -0.5	-5	-3.3	3	-0.3	1	1	-1	33	-7
Cc1cccc(C)c1NC(=O)CNC(=O)c1cn(-c2ccccc2)nc1-c1ccccc1
    1.3	-7	1.3	-7	-0.1	0	3	3	10	0

# A different layout for part of the listing above.
Structure | Mtb BioA inh | GDH-TPI counter | UGM FP inh | Rv3671c protease | BH1578 lux ind | SARS 3CLpro inh | Mtb FBA inh | PriA SSB inh | DUSP3 inh | MazF activator
CC(=O)OCCCNc1cc(SCc2ccco2)c2nonc2c1[N+](=O)[O-] | . | 17 | 2.5 | -22 | -0.3 | 6 | -4 | 0 | 8 | 3
COc1ccc(C(=O)COC(=O)C(C)N2C(=O)C3C4CCC(C4)C3C2=O)cc1 (centres undefined) | -0.1 | -7 | -0.4 | -5 | -0.4 | 3 | 1 | -10 | 10 | 8
Cc1ccc(NC(=O)CN(C)C(=O)C(C)OC(=O)CNC(=O)c2ccc(Cl)c([N+](=O)[O-])c2)cc1 (centres undefined) | -1.6 | 6 | -1.2 | 1 | i | . | 2 | -2 | . | -5
CCC(C)NC(=O)[C@@H]1CCCN1C(=O)C1CCN(S(=O)(=O)c2ccc(C)cc2)CC1 (some centres undefined) | -0.2 | -9 | -1.9 | 2 | i | 11 | 1 | 8 | -10 | -5
COc1ccc(C(=O)NCCc2ccccc2F)cc1OC1CCN(C(C)=O)CC1 | 24 | 0 | 4.1 | -6 | -1.1 | 0 | -2 | -1 | -3 | -2
COc1cc(/C=N/NC(=O)c2cccc([N+](=O)[O-])c2)cc(OC)c1O | . | 17 | 0.2 | -7 | i | -3 | 1 | . | 14 | -3
COc1cccc(C2C(=O)N(C3CCCCC3)CC(=O)N2Cc2ccc(F)cc2)c1 (centres undefined) | -1.0 | 19 | -2.1 | 6 | -0.5 | 0 | 0 | -14 | 20 | -2
COc1ccc(Cn2c(C)nnc2-c2cnn(C)c2N)cc1OC | . | 2 | -0.4 | 5 | -2.8 | 6 | 4 | -11 | -12 | 4
Cc1ccc2c(c1)NC(=O)CC(c1ccccc1)=N2 | 0.1 | 4 | 0.1 | -3 | . | -1 | 1 | -2 | -9 | 1
Cc1ccc(C(=O)OCC(=O)NC2CCCCC2)o1 | -1.3 | 0 | -0.3 | 1 | 1.5 | 2 | -1 | 2 | 29 | 4
Cc1ccc(NC(=O)N2CCCC2C(=O)NCCC2=CCCCC2)cc1 (centres undefined) | -3.2 | 7 | 1.0 | 9 | i | 1 | 1 | -6 | 19 | 0

# Additional entries follow.
# Every second line gives: Mtb BioA inh	GDH-TPI counter	UGM FP inh	Rv3671c protease	BH1578 lux ind	SARS 3CLpro inh	Mtb FBA inh	PriA SSB inh	DUSP3 inh	MazF activator
N#CC(C#N)=Cc1cccnc1
    .	6	1.3	5	-0.3	4	0	6&-3	20	8
COc1ccccc1N1CCN(C/C(O)=C(\C#N)c2nc(-c3ccccc3)cs2)CC1
    -2.5	11	0.6	8	i	1	0	.	1	11
NNC(=O)c1ccc(-c2cccc([N+](=O)[O-])c2)o1
    .	12	1.2	2	0.2	2	-2	-1	5	7
Cn1cnnc1SCCOc1ccc(Cl)cc1
    .	0	-2.8	-8	132*	1	3	-4	20	-9
COCC(C)n1c(-c2ccc3c(c2)NC(=O)CO3)csc1=Nc1ccc(OC(F)F)cc1 (centres undefined)
    -0.2	3&10	0.3	7	-0.3	2	-5&-1	31&8	4	1&1
COc1ccc(NC(=O)CN(C)C(=O)C23CC4CC(CC(C4)C2)C3)cc1
    -0.2	-1	-6.0	-2	-0.5	2	2	5	6	3
COc1cccc(C(=O)N(Cc2cc3cc(C)ccc3[nH]c2=O)CC2CCCO2)c1 (centres undefined)
    4.2	14	5.2	-2	i	-3	1	0	-11	1
CCOc1ccc(S(=O)(=O)N2CCCC(C(=O)Nc3cc(C)cc(C)c3)C2)cc1 (centres undefined)
    -1.8	2	0.8	-4	-0.3	2	6	3	30	-1
NC(=NC(=O)c1ccccc1)N1N=CCC1c1ccccc1 (centres undefined)
    .	-4	2.4	0	-0.4	3	1	-2	17	7
NC(=O)c1cc2ccccc2o/c1=N\NC(=O)c1ccc(F)cc1
    -1.3	15	1.8	7	i	1	4	.	16	-8
Cc1noc(C)c1C(=O)Nc1ccc2ccccc2c1
    -0.1	5	1.5	-2	i	4	-1	1	10	3
CC1=NOC(=O)/C1=C\c1ccc2c(c1)OCO2
    .	-3	0.6	4	-0.7	4	-1	-7	13	4
CCCNC(=O)c1ccc(CN2CCOCC2)cc1
    .	-1	-0.6	-8	-0.2	-1	1	-18	5	-4
CCc1noc(C)c1C(=O)N1CCN(S(=O)(=O)c2ccc(Cl)cc2)CC1
    2.0	-10	4.0	4	i	.	33*	-26	.	-2
COc1ccc(-c2csc(NC(=O)c3cc(-c4cccs4)nc4ccccc34)n2)c(OC)c1
    1.4	5	-2.3	-37	1.8	0	5	-3	16	-4
O=C(CN1C(=O)c2ccccc2S1(=O)=O)c1ccc(O)c(O)c1
    0.6	59*	1.5	8	i	4	0	-13	10	9
CCC(C)c1ccccc1N1CC(C(=O)N(C)CC(=O)Nc2cccc(F)c2)CC1=O (centres undefined)
    2.3	3	0.2	-4	-14	.	3	-7	.	-7
COc1cc(S(=O)(=O)Nc2cccc(C)c2)ccc1N=Cc1c(C)[nH]n(-c2ccccc2)c1=O
    .	.	2.3	-56	.	1	.	.	-10	.
C=CCn1c(O)c(C(CC)=Nc2ccc3c(c2)CCC3)c(=O)[nH]c1=O
    .	6	2.8	-11	-1.2	2	5	-12	2	4
CCOc1cc(C(=O)N/N=C\c2cn(CC)nc2C)cc(OCC)c1OCC
    .	13	1.1	-5	i	0	4	.	2	2

# A portion of the library; the hit share may differ from the screen's.
